High-throughput results deposited in PubChem by several laboratories.
ADAM10 inh = human ADAM10 inhibitors, primary screen, biochemical, QFRET, HTS; Disintegrin and metalloproteinase domain-containing protein 10 (Homo sapiens), O14672; recombinant ADAM10, EDANS/DABCYL FRET peptide cleavage, 3 h; inhibition, % at 7 µM; 0.62% of 370,000 active; AID 720582, 2013;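 active = inhibition above a per-campaign cutoff equal to the mean of compounds falling between control-based bounds plus 3 SD, cut at about 20% in these data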;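 also: 0% = DMSO wells while the 100% control is not disclosed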
Target sequence (O14672 214-748 limits assumed): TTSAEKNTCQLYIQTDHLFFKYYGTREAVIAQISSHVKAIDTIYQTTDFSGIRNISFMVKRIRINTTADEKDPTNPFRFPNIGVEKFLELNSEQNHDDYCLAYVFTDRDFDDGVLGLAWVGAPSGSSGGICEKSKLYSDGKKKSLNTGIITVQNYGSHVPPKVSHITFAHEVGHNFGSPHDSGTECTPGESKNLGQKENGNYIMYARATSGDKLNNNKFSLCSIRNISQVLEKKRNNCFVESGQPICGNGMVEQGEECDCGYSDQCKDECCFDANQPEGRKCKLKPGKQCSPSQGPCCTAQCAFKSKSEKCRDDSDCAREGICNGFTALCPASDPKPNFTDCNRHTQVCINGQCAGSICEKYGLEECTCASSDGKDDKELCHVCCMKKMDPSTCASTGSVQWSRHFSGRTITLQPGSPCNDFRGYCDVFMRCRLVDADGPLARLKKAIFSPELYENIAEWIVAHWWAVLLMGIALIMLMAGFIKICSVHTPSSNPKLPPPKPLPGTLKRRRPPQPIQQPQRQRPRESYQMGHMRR
ssDAF12 agonist = S. stercoralis DAF-12 nuclear receptor activators, primary screen, cell-based, luminescence, HEK293, GRIP1 co-expression, lit1-tk-luc; Nuclear hormone receptor DAF-12 (Strongyloides stercoralis); HEK293 ssDAF-12/GRIP1 lit1-tk-luc reporter; % of 3 µM dafachronic acid response; activation, % at 6.8 µM; 1% of 370,000 active; AID 652126, 2013;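 active = activation above the mean over all tested compounds plus 3 SD, cut at about 0.9% in these data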;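 also: 0% = DMSO-only wells and 100% = 3 µM delta7-dafachronic acid wells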
SMARCA2 act = SMARCA2 (BRM) function activators, primary screen, cell-based, luminescence, high throughput. 1% of 370,000 active. MG213 cells, MMTV-luciferase reporter, dexamethasone, overnight. activation, % at 9.1 µM; in the data active = activation above about 7.8%;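 also: 0% = vehicle wells and 100% = reference activator wells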
NPR1 activator = GC-A stimulated cGMP production enhancers – HEK293 GC-A cells, cGMP TR-FRET, EC30 ANP, primary screen. 0.14% of 370,000 active. 0% at EC30 ANP, 100% saturating ANP. activation, % at 10 µM. Atrial natriuretic peptide receptor 1 (Homo sapiens), P16066; in the data active = activation above about 40%
DAX1 inh-1 = DAX1 (NR0B1) inhibitors on StAR promoter, primary screen, cell-based, luminescence, SF-1 (NR5A1), full-length DAX-1; AID 652010, 2013; inhibition, % at 6.8 µM; HEK293T StAR-luciferase reporter, SF-1/DAX-1 repression relief; 1.1% of 370,000 active;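 active = inhibition above the mean over all tested compounds plus 3 SD, cut at about 3.6% in these data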;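 also: 0% = DAX-1 cells with DMSO and 100% = cells lacking DAX-1 with DMSO; higher inhibition means more luminescence from relief of DAX-1 repression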
FXN GAA850 act = FXN promoter activators, primary screen, cell-based, luciferase luminescence, HEK293 lucGAA850; HEK293 lucGAA850 FXN promoter luciferase reporter, 24 h; percent of 10 µM SAHA response; activation, % at 6 µM; 0.56% of 360,000 active;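 active = activation above the average of all compounds screened plus 3 SD, cutoff fixed separately per campaign, cut at about 7.5% in these data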;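 also: 0% = DMSO wells and 100% = 10 µM SAHA wells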
HGIII-sPLA2 inh = human group III sPLA2 inhibitors, primary screen, biochemical, QFRET, BODIPY PC-A2 liposome substrate. 0.56% of 370,000 active. Group 3 secretory phospholipase A2 (Homo sapiens), Q9NZ20. QFRET BODIPY PC-A2 liposome hydrolysis, fluorescence. inhibition, % at 12.2 µM. AID 743126, 2013;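 active = inhibition above mean plus 3 SD of compounds lying within the high and low control bounds, cut at about 19% in these data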;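 also: 0% = median of test compound wells and 100% = no enzyme DMSO wells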
Target sequence (Q9NZ20 whole entry, looked up): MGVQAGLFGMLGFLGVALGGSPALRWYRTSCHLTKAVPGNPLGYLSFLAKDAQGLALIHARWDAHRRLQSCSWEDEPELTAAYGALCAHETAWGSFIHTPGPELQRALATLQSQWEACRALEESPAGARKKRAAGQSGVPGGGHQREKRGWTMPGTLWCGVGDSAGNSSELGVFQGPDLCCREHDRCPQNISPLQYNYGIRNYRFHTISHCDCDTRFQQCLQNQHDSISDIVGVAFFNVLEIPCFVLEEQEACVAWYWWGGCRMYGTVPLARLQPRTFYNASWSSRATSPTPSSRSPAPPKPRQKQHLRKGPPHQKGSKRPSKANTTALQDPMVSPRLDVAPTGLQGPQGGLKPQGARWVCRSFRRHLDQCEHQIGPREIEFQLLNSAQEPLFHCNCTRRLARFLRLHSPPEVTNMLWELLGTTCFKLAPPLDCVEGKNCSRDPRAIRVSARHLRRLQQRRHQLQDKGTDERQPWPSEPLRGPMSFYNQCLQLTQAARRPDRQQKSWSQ
GC-B act = human GC-B receptor activators, primary screen, HEK293 GC-B cells, cGMP TR-FRET, EC30 CNP; activation, % at 10 µM; 0% at EC30 CNP, 100% saturating CNP; 0.11% of 370,000 active; Atrial natriuretic peptide receptor 2 (Homo sapiens), P20594;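 active = activation at 10 µM reaching about 35% in either raw or pattern-adjusted values, limit read from the data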
hgDAF-12 ag = H. glycines DAF-12 receptor agonists, primary screen, cell-based, luminescence, HEK293, GAL4 fusion, UAS-luciferase. Nuclear hormone receptor DAF-12 (Heterodera glycines), GAL4 fusion. 1.8% of 370,000 active. activation, % at 6.8 µM. HEK293 GAL4-hgDAF12 UAS-luciferase reporter, agonist luminescence; normalized to butyrate control;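 active = activation above a cutoff set at the mean of all screened compounds plus 3 SD, cut at about 10% in these data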;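 also: 0% = DMSO wells and 100% = sodium butyrate wells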
DAX1 inh-2 = DAX1 (NR0B1) inhibitors, primary screen, cell-based, HEK293, Gal4-DAX1, luciferase luminescence | HEK293 Gal4-DAX1 luciferase reporter | inhibition, % at 6.75 µM | 0.99% of 340,000 active | AID 504766, 2011;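 active = inhibition above the mean over all tested compounds plus 3 SD, cut at about 4.2% in these data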;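 also: 0% = DAX1-transfected cells with DMSO and 100% = empty-vector control cells with DMSO; inhibition shows as a rise in luminescence from relieved DAX1 repression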
hcDAF-12 act = H. contortus DAF-12 nuclear receptor activators, primary screen, cell-based, luminescence, HEK293, lit1-tk-luc reporter. HEK293 hcDAF-12 lit1-tk-luc reporter; 0% DMSO, 100% Δ7-dafachronic acid. activation, % at 6.8 µM. 1.4% of 370,000 active;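 active = activation above the mean of all tested compounds plus 3 SD, cut at about 5.5% in these data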;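 also: 100% = response to 3 µM Δ7-dafachronic acid high control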
* marks the source's active call; other numbers are inactive results; i = inactive; nt = not tested or not shown; & = joins results of further samples.

SMILES	ADAM10 inh	ssDAF12 agonist	SMARCA2 act	NPR1 activator	DAX1 inh-1	FXN GAA850 act	HGIII-sPLA2 inh	GC-B act	hgDAF-12 ag	DAX1 inh-2	hcDAF-12 act
O=C1OCCC1NC1=NCCC1 (stereo not drawn)	-1	-1.3	1	1	0.2	-0.6	2	4	1.4	0.6	-1.5
COc1ccc(CN2CC=C(c3ccc(F)cc3)CC2)cc1Br	9	-1.6	2	-4	-0.6	-1.2	-6	-4	3.5	-1.0	-1.1
CCOP(=S)(OCC)SCC(=O)NC(C)(CC)C(=O)O (stereo not drawn)	-2	-0.8	-3	4	-0.2	-0.3	7	1	2.0	-1.1	-0.9
CCCCCn1c(=O)c(C(=O)NCc2ccco2)c(O)c2ccccc21	-2	-1.7	-1	0	-0.2	1.3	0	1	-0.9	3.3	-0.7
CC(C)N1CCN(Cc2cc3c(cc2Cl)OCO3)CC1CCO (stereo not drawn)	3	-0.9	-2	4	1.1	-0.8	-3	4	-1.6	1.2	-1.0
CCOP(=O)(C#CC(C)(C)C)C1(O)CCCCC1 (stereo not drawn)	2	-1.2	0	1	-0.2	-1.8	2	-2	-0.5	0.5	-0.8
CCCCC(=O)N/N=C/c1c(O)n(C2CC2)c(=S)[nH]c1=O	3	-1.3	-3	2	0.4	2.4	-2	-1	-0.4	-0.3	-1.0
CN1C2CCC1CC(=NO)C2	-2	-1.8	2	1	0.5	0.3	0	-1	0.3	0.7	-0.2
Clc1ccc([C@H]2CC3CCC2N3)cn1 (stereo partly drawn)	-20&-2	-1.1&-0.9	-6&3	5&2	-0.3&-0.1	nt	13&4	3&-3	1.6&0.3	nt	1.6&1.4
CCCC(=O)Nc1cc(C(=O)N2CCC3(CC2)OCCO3)ccc1S(=O)(=O)c1ccc(C)cc1	-12	-1.3	-1	3	0.7	0.9	1	6	-2.5	-0.9	-1.0
CN(CC1COc2ccccc2O1)c1nc(-c2cccnc2)nc2ccccc12 (stereo not drawn)	-1	-2.1	-1	12	-0.9	-1.1	-3	0	-5.0	0.3	-2.2
Clc1cccc(N2Cc3cc(N4CCOCC4)ccc3-n3nncc3C2)c1	7	-1.9	-1	-1	-1.9	nt	2	4	2.8	nt	-0.9
COc1ccc(CC2C(=O)NC(C)C(=O)N(C)C3C(=O)N(C)C(Cc4ccc(O)c(c4)Oc4ccc(cc4)C3O)C(=O)NC(C)C(=O)NC(C)C(=O)N2C)cc1 (stereo not drawn)	0	-2.8	-11	0	-7.0	-15	6	2	-16	-6.6	-4.6
CCN(CC)CCC(=O)O[C@H]1CC[C@]2(C)C3CC[C@@]4(C)C(CC[C@]4(C)O)C3CC[C@H]2C1 (stereo partly drawn)	1	-1.0	-4	0	-2.6	0.9	7	2	-2.2	1.8	-2.0
CCCN1CC[C@@H]2c3cc(O)ccc3CC[C@@H]21	13	-1.2	-5	3	0.2	0.6	-8	2	-0.8	0.2	2.4
Cn1c(CN2CCN(C(=O)COc3ccccc3)CC2)nc2cc([N+](=O)[O-])ccc21	-9	-1.4	-1	-3	-0.4	-0.5	-3	2	-6.1	-1.6	-1.9
CSc1ccccc1C(=O)C1CCCN(Cc2ccncc2)C1 (stereo not drawn)	0	-1.4	0	3	-0.8	3.2	-4	-1	-0.2	0.1	-1.5
CCOP(=O)(Cc1ccccc1)OCC	-3	-1.1	1	2	-0.1	1.4	2	3	4.8	-1.1	-0.8
COc1cc2[nH]c(=S)n(-c3ccccc3)c(=O)c2cc1OC	10	-0.9	0	0	0.2	-1.2	6	0	0.2	1.0	-1.2
CCC1(C2=NCCN2)Cc2ccccc2O1 (stereo not drawn)	-2	-0.9	-1	5	-0.1	-0.7	1	1	2.5	-0.3	-1.3
c1ccc(NC2=NCCS2)cc1	7	-1.5	3	1	1.2	-0.3	3	8	-2.3	-1.4	-0.5
CCc1cc2c(N3CCN(C)CC3)ncnc2s1	-3	-1.1	-1	0	0.2	-1.3	5	6	-2.1	0.1	-0.5
COc1ccc(-n2c(O)c(/C=C3\C=Nc4ccc(Br)cc43)c(=O)[nH]c2=O)cc1	0	-0.5	-1	41*	-0.2	1.6	-10	30	2.0	1.5	3.5
COc1cc(CN2C(=O)NC(=O)C3(Cc4cc(C)ccc4N(C)C3)C2=O)cc(OC)c1 (stereo not drawn)	-9	-0.8	-3	-1	-0.8	-2.4	-7	-1	1.6	1.0	0.2
COc1cccc(CCNCc2c(F)cccc2F)c1	2	-1.4	0	-4	-0.1	4.9	-1	-3	1.2	-0.1	1.9
CC(=O)c1ccc2c(c1)OCO2	1	-1.4	1	2	-0.6	-0.1	4	-4	-1.7	2.0	-1.1
COc1ccc2c(C)c(CC(=O)N3C[C@H]4C[C@@H](C3)c3cccc(=O)n3C4)c(=O)oc2c1C	i	-1.5	2	0	-0.2	0.2	9	-1	-3.0	0.6	-0.3
O=C1NC(=O)C(C2CCOC2=O)N1 (stereo not drawn)	1	-1.1	5	2	0.1	-1.3	-5	0	-1.8	0.4	0.4
CC1(C)CC(N(CCc2ccccc2)Cc2ccccc2)CCO1 (stereo not drawn)	3	-1.5	-2	-10	0.1	0.7	-2	-8	-1.5	1.6	0.1
COc1ccc(-c2ccc3n2Cc2cnnn2-c2ccccc2-3)cc1	-212	-0.2	0	4	0.1	-0.1	-2	-1	5.5	2.0	-1.8
CCc1ccccc1N1C(=O)CC(=O)NC1=O	-10	-0.5	-3	0	-0.4	0.0	-6	0	-1.2	-0.2	0.4
CCOC(=O)c1cnc(N2CC2)nc1N	-19	-0.8	0	2	0.4	3.3	5	5	2.6	0.5	0.3
COc1ccc(NC(=S)N2Cc3ccccc3-n3nncc3C2)c(OC)c1	-11	-1.2	-6	0	-0.8	1.2	3	1	-0.6	0.3	-1.0
O=c1c2ccccc2nc(-c2ccc(-c3ccccc3)cc2)n1-c1ccncc1	-5	-1.5	0	-1	0.9	3.5	5	1	6.0	-1.1	1.5
COCCN1C(=O)NC(=O)/C(=C\c2ccc(Br)cc2)C1=O	2	-0.9	3	nt	-0.6	-0.3	6	nt	3.0	-0.1	-1.1
CC1CCC2[C@@H](C)C(=O)OC3O[C@]4(C)CCC1C32OO4 (stereo partly drawn)	0	-1.0	-2	1	-0.2	0.9	-1	3	0.4	-0.3	-1.8
CCN(CC)C(=O)c1ccc(NC(=O)c2ccc3c(c2)NC(=O)CS3)cc1	-3	-0.6	2	-2	-0.6	0.4	2	-13	1.1	0.2	-0.6
CN1CCC2(CC1)CC(NC=O)c1ccccc1O2 (stereo not drawn)	-1	-0.9	-4	5	-0.6	1.2	9	1	-2.3	3.3	-0.3
CC(C)NC1(c2ccccc2)CCCCC1	-4	-1.6	2	-1	1.2	nt	0	3	0.0	nt	1.0
OC(c1ccc(F)cc1)(c1ccc(F)cc1)[C@@H]1CCCN1	1	-1.0	-1	-7	-0.4	-0.5	10	-11	-0.6	-0.2	0.7
COC(=O)C1=C(c2ccc(OCc3ccccc3)cc2)C[C@@H]2CC[C@H]1N2C(=O)NCc1ccc(OC)cc1	-12	-1.6	-4	-2	-1.5	-12	4	0	0.3	-3.3	-1.2
CN(C)P(=NC(=S)c1cccn1C)(N(C)C)N(C)C	6	-2.0	-1	-1	-0.1	1.8	8	1	0.7	-1.1	0.4
O=C1NC(=S)NC(=O)C1C/C=C/c1ccccc1	-1	-1.3	-1	1	1.0	-1.2	4	0	-2.4	-0.5	1.8
CCCOC(=O)c1ccccc1C(=O)OCCC	-10	-0.2	-3	-2	0.2	-2.5	4	-6	-2.4	0.2	-1.2

An excerpt from further up, for reference:
SMILES	ADAM10 inh	ssDAF12 agonist	SMARCA2 act	NPR1 activator	DAX1 inh-1	FXN GAA850 act	HGIII-sPLA2 inh	GC-B act	hgDAF-12 ag	DAX1 inh-2	hcDAF-12 act
COc1ccc(NC(=S)N2Cc3ccccc3-n3nncc3C2)c(OC)c1	-11	-1.2	-6	0	-0.8	1.2	3	1	-0.6	0.3	-1.0
O=c1c2ccccc2nc(-c2ccc(-c3ccccc3)cc2)n1-c1ccncc1	-5	-1.5	0	-1	0.9	3.5	5	1	6.0	-1.1	1.5
COCCN1C(=O)NC(=O)/C(=C\c2ccc(Br)cc2)C1=O	2	-0.9	3	nt	-0.6	-0.3	6	nt	3.0	-0.1	-1.1
CC1CCC2[C@@H](C)C(=O)OC3O[C@]4(C)CCC1C32OO4 (stereo partly drawn)	0	-1.0	-2	1	-0.2	0.9	-1	3	0.4	-0.3	-1.8
CCN(CC)C(=O)c1ccc(NC(=O)c2ccc3c(c2)NC(=O)CS3)cc1	-3	-0.6	2	-2	-0.6	0.4	2	-13	1.1	0.2	-0.6
CN1CCC2(CC1)CC(NC=O)c1ccccc1O2 (stereo not drawn)	-1	-0.9	-4	5	-0.6	1.2	9	1	-2.3	3.3	-0.3
CC(C)NC1(c2ccccc2)CCCCC1	-4	-1.6	2	-1	1.2	nt	0	3	0.0	nt	1.0
OC(c1ccc(F)cc1)(c1ccc(F)cc1)[C@@H]1CCCN1	1	-1.0	-1	-7	-0.4	-0.5	10	-11	-0.6	-0.2	0.7
COC(=O)C1=C(c2ccc(OCc3ccccc3)cc2)C[C@@H]2CC[C@H]1N2C(=O)NCc1ccc(OC)cc1	-12	-1.6	-4	-2	-1.5	-12	4	0	0.3	-3.3	-1.2

These rows are one share of the data (hit frequency here may not be typical).
